High-throughput results (PubChem BioAssay)
CBFb-RUNX1 inh – CBF-beta/RUNX1 interaction disruption; Q01196+Q13951; AlphaScreen CBFb-His/RUNX1-biotin binding, biochemical; Potency, µM (highest dose often 59.8 µM), for inactives: top-dose activity, negative = inhibition, usual class: inhibitors; 230,000 tested, under 10 active; also: % of control where 0% means no effect
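AlphaScreen binding: CBFb-His and RUNX1-biotin (30 nM each) preincubated 20 min, compound added for 15 min, then nickel and streptavidin beads for 90 min, all at room temperature. Disruption of the interaction by any mechanism counts as activity.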
L3MBTL1 inh – L3MBTL1 (human) inhibition; AlphaScreen L3MBTL1–H3K9me1 peptide binding; Potency, µM (doses to about 57.1 µM), inactives show top-dose activity, negative = inhibition, actives largely listed as inhibitors; actives 0.66% (n = 230,000); AID 485360; also: potency is read from the fitted curve at half-maximal effect; % is scaled to controls: 0 for no effect and ±100 for the full control effect; nearly all actives have a fitted effect of over 60% in size
Target sequence (Q9Y468 whole entry, looked up): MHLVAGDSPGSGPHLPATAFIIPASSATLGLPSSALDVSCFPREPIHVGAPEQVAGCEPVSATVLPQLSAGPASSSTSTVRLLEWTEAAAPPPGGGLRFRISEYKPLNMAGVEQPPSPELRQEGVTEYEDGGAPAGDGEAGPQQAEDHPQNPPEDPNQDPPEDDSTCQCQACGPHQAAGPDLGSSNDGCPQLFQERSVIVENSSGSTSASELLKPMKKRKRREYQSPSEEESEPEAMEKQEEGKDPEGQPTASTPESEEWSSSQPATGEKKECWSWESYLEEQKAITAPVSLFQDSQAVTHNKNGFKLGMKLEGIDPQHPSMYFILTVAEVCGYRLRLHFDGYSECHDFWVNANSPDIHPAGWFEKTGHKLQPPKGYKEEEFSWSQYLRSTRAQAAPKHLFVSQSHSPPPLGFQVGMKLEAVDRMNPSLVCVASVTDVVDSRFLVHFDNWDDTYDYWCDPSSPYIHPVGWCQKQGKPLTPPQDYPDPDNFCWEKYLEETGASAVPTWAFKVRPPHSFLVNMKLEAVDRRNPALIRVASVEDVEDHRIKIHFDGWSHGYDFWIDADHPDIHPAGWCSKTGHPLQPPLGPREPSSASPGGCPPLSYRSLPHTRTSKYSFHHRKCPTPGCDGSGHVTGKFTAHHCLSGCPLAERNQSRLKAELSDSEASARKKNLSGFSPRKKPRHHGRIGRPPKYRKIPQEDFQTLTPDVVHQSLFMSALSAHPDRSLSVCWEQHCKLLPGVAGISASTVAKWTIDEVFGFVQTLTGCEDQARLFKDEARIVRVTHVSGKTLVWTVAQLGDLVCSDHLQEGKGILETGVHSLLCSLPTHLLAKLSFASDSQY
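Read-out is AlphaScreen signal from streptavidin donor and nickel chelate acceptor beads (10 ug/mL final each) bridging L3MBTL1 (50 nM) and biotinylated K9-monomethylated H3(1-15) peptide (75 nM), after 30 min compound exposure at room temperature.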
HttQ103 aggreg – inhibitors of mutant huntingtin aggregate formation in PC12 cells. PC12 HttQ103-GFP aggregates, Acumen cytometry, 40 h. Potency, µM (titrated, usually from 46.1 µM), for inactives: at the highest dose activity change, negative = inhibition, most hits filed as inhibitors. actives 1.1% (n = 220,000). AID 1688; also: potency is read from the fitted curve at half-maximal effect; % is scaled to controls: 0 for no effect and ±100 for the full control effect; nearly all actives have a fitted effect of over 60% in size
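Using laser scanning cytometry, GFP-positive aggregates were counted after lysis of PC12 cells induced with 100 nM tebufenozide to express HTT exon 1 Q103–GFP. Compounds were tested in titration.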
KinaseGlo FLuc – Kinase-Glo luciferase inhibition (counter-screen) | Q27757 | Kinase-Glo luciferase, ATP luminescence, 8 min | Potency, µM (top dose mostly 38.3 µM), for the others: top-dose activity change, negative = inhibition, usual class: inhibitors | actives 0.28% (n = 200,000) | AID 1379; also: potency is read from the fitted curve at half-maximal effect; % is scaled to controls: 0 for no effect and ±100 for the full control effect; nearly all actives have a fitted effect of over 60% in size
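Inhibition of Kinase-Glo luciferase light generation was assessed at 10 uM ATP in pH 7.2 imidazole buffer, with luminescence measured after eight minutes at ambient temperature.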
IMPase Li inh – IMPase inhibition in cells with lithium potentiation; Potency, µM (highest dose often 59.4 µM), for the others: at the highest dose activity, negative = IMPase inhibition, hits mostly inhibitors; actives 0.35% (n = 210,000); CHO-M1 cells, IP1 TR-FRET (IP-One), carbachol + lithium;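 also: IP1 builds up when IMPase is blocked and the TR-FRET signal falls; potency is read from the fitted curve at half-maximal effect; plate controls were basal vehicle for no effect and high inhibitor control for full effect; nearly all actives have a fitted effect of over 50% in size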
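Lithium-sensitised IP1 accumulation assay; M1-expressing CHO cells treated 30 min at 37C with compound. Competitive antibody detection by time-resolved FRET followed a 10 min room-temperature lysis step.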
NPSR antag – neuropeptide S receptor (human) antagonism, cAMP | actives 1% (n = 220,000) | CHO-NPSR cells, cAMP TR-FRET, antagonist mode | Q6W5P4 | Potency, µM (top dose mostly 38.3 µM), for inactives: top-dose activity change, negative = inhibition, usual class: inhibitors; also: potency is read from the fitted curve at half-maximal effect; % is scaled to controls: 0 for no effect and ±100 for the full control effect; nearly all actives have a fitted effect of over 50% in size; many of its hits are not listed in these tables
Epigenetic reg – derepresses silenced GFP reporter in murine cells. murine LDR cells, GFP reporter derepression, 30 h. Potency, µM (series often up to 53.9 µM), without a hit: at the top dose GFP activation, usual class: activators. actives 0.2% (n = 280,000). AID 1865; also: potency is read from the fitted curve at half-maximal effect; % of control where 0% means no effect; nearly all actives have a fitted effect of over 60% in size
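Murine LDR cells bearing a silenced CMV-driven GFP reporter were exposed to compound for 30 h at 37 C. After PBS washes, GFP-positive cells (20-120 um objects) counted by laser-scanning microplate cytometry.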
Numbers without * were called inactive; ? = inconclusive; . = not tested or not shown; & = joins results of further samples; [ ] = remark or other dose. Calls follow the shape of the dose curve; as a rule, active = well fitted curve in the direction sought with a large enough effect; inconclusive = small, poorly fitted or top-dose-only effect, or another doubt; inactive = no such curve, though single readings can be large; an effect the other way counts as inactive or inconclusive.

SMILES	CBFb-RUNX1 inh	L3MBTL1 inh	HttQ103 aggreg	KinaseGlo FLuc	IMPase Li inh	NPSR antag	Epigenetic reg
COc1ccc(-c2nn(-c3ccccc3)cc2CNC(=O)c2cccc([N+](=O)[O-])c2)cc1	-2%	-4%	3%	0%	-20%	-15%	-1.1%
O=C1CC(N(Cc2ccc3c(c2)OCO3)C(=O)Nc2ccc(F)cc2)C(=O)N1c1ccccc1 (stereo unspecified)	-2%	.	0%	1%	12%[38.3 µM]	-10%[46.1 µM]	0.0%
CCCn1nnnc1-c1cc(Cl)cc(Cl)c1	6%	3%	12%	4%	0%[38.3 µM]	-6%[46.1 µM]	-2.3%
Cc1ccccc1SCC(=O)Nc1ccc(N2CCOCC2)cc1	-11%	.	-1%	0%	3%	9%	1.7%
O=C(Nc1ccccc1)c1ccccc1NC(=O)C1CCCCC1	2%	8%	9%	-3%	2%[38.3 µM]	-19%[46.1 µM]	0.8%
CC(C)(C)OC(=O)N[C@@H](Cc1ccccc1)c1nnc(SCC(=O)O)o1	3%	2%	8%	-6%	3%[38.3 µM]	3%[46.1 µM]	1.7%
CCn1c(SCC(=O)Nc2cc(C)on2)nnc1-c1cccnc1	5%	-1%	-2%	1%	-11%[38.3 µM]	-6%[46.1 µM]	-0.7%
COc1cc(OC)c(NC2c3ccccc3C(=O)N2c2cc(C)ccn2)cc1Cl (stereo unspecified)	-3%	-6%	15%	4%	19%	-16%[46.1 µM]	0.0%
O=C(O)CSc1c2c(nc3cc(C(=O)N4CCCC4)ccc13)CCCC2	-6%	.	12%	11%	-19%	13%	2.5%
COc1ccc(/C(N)=N/OC(=O)c2cccs2)cc1	10%	14%	-11%[9.22 µM]	.	.	39%	1.3%
COc1ccc(C2CC(c3ccc(Br)cc3)=NN2C(=O)c2cccnc2)cc1 (stereo unspecified)	-7%	-10%	-27%	-1%	15%	?	1.1%
C=CCC(NCc1ccco1)c1ccc(OC)c(OC)c1 (stereo unspecified)	7%	.	2%[9.22 µM]	3%	0%[38.3 µM]	-7%[46.1 µM]	-12%
CN1CCN(/N=C/c2ccc(-c3ccccc3)cc2)CC1	-9%	-17%	-7%	-5%	23%	-26%	0.0%
O=C(NC(Nc1ncccn1)C(=O)c1ccccc1)c1ccccc1 (stereo unspecified)	6%	4%	20%	.	.	-13%[46.1 µM]	-2.0%
O=C(Cn1cc([N+](=O)[O-])cn1)NCCc1c[nH]c2ccccc12	-3%	-8%	13%	0%	1%	1%	-1.4%
Cc1cc(C)c2nc(SCC(=O)N3CC(=O)Nc4ccccc43)c(C#N)cc2c1	1%	-7%	-2%	-6%	9%	-21%[46.1 µM]	10µM*
O=C1COc2ccc(C(=O)CSc3nc4ccccc4c(=O)n3-c3ccc(Cl)c(Cl)c3)cc2N1	5%	-2%	25%	2%	-17%	-15%	?
COc1ccc(OCCCC(=O)Nc2ncn[nH]2)cc1	-8%	.	-10%	0%	-3%	23%	-1.1%
CCOC(=O)c1cc2c(ccn2C)n1CC(=O)N(C)C	4%	-7%	-2%[9.22 µM]	3%	1%	6%	1.1%
COc1c(C(C)C)cc(NC(C)=O)cc1C(C)C	6%	.	3%	-4%	-1%[38.3 µM]	1%[46.1 µM]	-1.0%
C=CCSC1=N/C(=C\C=C\c2ccco2)C(=O)S1	.	2.8µM*	16%	-1%	5%[38.3 µM]	-9%[46.1 µM]	4.1%
CC(=O)C1=C(O)C(=O)N(Cc2ccccc2)C1c1cccs1 (stereo unspecified)	-1%	-3%	2%	-2%	-14%[38.3 µM]	5%[46.1 µM]	0.0%
S=C(NCCN1CCOCC1)Nc1cccc(Cl)c1	-1%	3%	9%	-3%	-11%	6%	5.2%
O=C(c1ccc(=O)[nH]c1)N(Cc1ccco1)C1(C(=O)NC2CCCC2)CCCCC1	0%	.	22%	-1%	37%[activator][38.3 µM]	-17%[46.1 µM]	-0.1%
Cc1ccc(NC(=O)CN2CCc3ccccc3C2)cc1F	-4%	5%	-3%[9.22 µM]	.	.	5%	4.5%
O=C(OCc1nnc(-c2ccccc2)o1)c1ccco1	1%	0%	8%	-23%	-22%[38.3 µM]	?	-1.6%
O=C(CSc1nc(NS(=O)(=O)c2ccccc2)cc(=O)[nH]1)Nc1ccc(Cl)cc1	-2%	?	0%[9.22 µM]	-1%	1%	-20%	0.0%
O=C1/C(=C/c2ccc(N3CCCC3)cc2)NC(=S)N1C1CC1	-23%	.	-19%	-6%	51%[activator][38.3 µM]	?	18µM*
Cc1cc(Cl)cc(C)c1OCC(=O)O	8%	1%	-6%	-1%	-10%[38.3 µM]	-5%[46.1 µM]	0.0%
N#C/C(=C\c1ccccn1)c1nc2ccccc2s1	1%	-1%	9%[9.22 µM]	-19%	20%	-9%	?
CC(C)(C)OC(=O)N/N=C\c1ccc(OC(=O)c2ccco2)cc1	2%	.	-2%	2%	9%	16%	2.0%
CCc1cccc(CC)c1NC(=O)CO/N=C(\C)c1cccs1	-7%	?	-15%	8%	-2%	8%	-1.1%
CCSc1nc(-c2ccccc2)c(-c2ccccc2)n1CC(O)CO (stereo unspecified)	1%	-12%	-8%	2%	8%	-15%	-1.5%
CCN(Cc1cnn(C)c1)Cc1nc(C(c2ccccc2)c2ccccc2)no1	10%	-8%	-2%[9.22 µM]	3%	24%	-46%	-7.0%
Cc1ccc(NC(=O)C(c2ccc(Cl)cc2)N2CCCCC2)cc1 (stereo unspecified)	-1%	2%	4%	0%	5%[38.3 µM]	?	-2.1%
O=C1CSC(c2ccco2)N1 (stereo unspecified)	-4%	-4%	4%	-4%	-14%[38.3 µM]	4%[46.1 µM]	-0.9%
Nc1ccc2c3c(cccc13)C(=O)N(c1ccccc1)C2=O	-3%	.	?	3%	-7%	-28%	-3.1%
Cc1cnc(CNc2ncnc3ccc(-c4ccccc4C#N)cc23)cn1	.	.	.	-3%	-6%	.	-1.4%
C=CCNC(=S)Nc1ccc(C)c(S(=O)(=O)N2CCCCC2)c1	10%	0%	6%	2%	7%	-2%	-2.9%
CC(=O)c1cc(CC(=O)N2CCc3c([nH]c4ccccc34)C2c2ccccn2)cs1 (stereo unspecified)	-8%	-12%	3%[9.22 µM]	2%	10%	42%	2.3%
c1ccc(-n2nnnc2NCCc2c[nH]c3ccccc23)cc1	0%	-2%	0%	-3%	-9%[38.3 µM]	-23%[7.67 µM]	-3.4%
O=C(Nn1cnnc1)c1cc2cc(Br)ccc2oc1=O	6%	.	-6%	4%	12%[38.3 µM]	-9%[46.1 µM]	1.2%
CCOC(=O)O[C@@H](C)OC(=O)[C@@H]1N2C(=O)[C@@H](NC(=O)[C@@H](N)c3ccccc3)[C@H]2SC1(C)C	17%[21.7 µM]	.	2%[20.6 µM]	4%[17.1 µM]	4%	.	-1.4%[16.9 µM]
CCOC(=O)c1cnc(SCc2ccc(C(C)(C)C)cc2)nc1N	2%	.	1%	-3%	36%[activator][38.3 µM]	-14%[46.1 µM]	0.7%
CCOC(=O)C(CC)(CCC(=O)O)c1csc(Nc2ccc(C)cc2)n1 (stereo unspecified)	9%	11%	-2%[9.22 µM]	1%	-3%	-1%	1.1%
COC(=O)c1cn(-c2ccccc2)nc1-c1ccc(OC)cc1	-6%	33%[activator]	8%	-2%	13%	-19%	-0.2%
Cn1c(=O)[nH]c(=O)c2c1nc(N/N=C/C(Br)=C/c1ccccc1)n2CCO	30%	.	23%[9.22 µM]	.	.	9%	?
O=C(c1sc2cc([N+](=O)[O-])ccc2c1Cl)N1CCOCC1	-9%	-1%	-5%	-4%	4%	10%	-3.0%
COc1ccc(-c2csc(Nc3ccccn3)n2)cc1	-7%	.	?	-10%	2%	-34%	-1.1%
CCCSc1nc(N)nc(-c2cccs2)c1C#N	13%	12%	14%	3%	-13%[38.3 µM]	-2%[46.1 µM]	-2.7%
CCC(C)NC(=O)Nc1ccc(Br)cc1 (stereo unspecified)	7%	7%	-19%	2%	6%	-15%	1.1%
CCCS(=O)(=O)N1CCCC(C(=O)c2ccccc2OC)C1 (stereo unspecified)	2%	-11%	3%[9.22 µM]	0%	14%	-5%	-8.1%
CCN1C(=O)c2ccc(C(=O)NCc3ccccc3)cc2C1=O	-1%	5%	14%	-3%	18%[38.3 µM]	-13%[46.1 µM]	0.8%
CCOC(=O)CC1CCCCN1Cc1cn[nH]c1-c1ccc(F)cc1F (stereo unspecified)	13%	-4%	2%[9.22 µM]	-1%	16%	-2%	1.2%
CC1=C(C)CC(C(=O)NNC(=O)c2csc3c2CCC(C(C)(C)C)C3)C(C(=O)O)C1 (stereo unspecified)	6%	-1%	-2%	1%	4%	-8%	-0.9%
CCOC(=O)c1csc(NC(=O)CSc2nnnn2-c2ccc(OC)cc2)n1	-5%	3%	?	-7%	6%[38.3 µM]	-13%[46.1 µM]	-1.1%
COc1ccc(N2CCN(CCNC(=O)Nc3ccc(Cl)cc3)CC2)cc1	-2%	.	12%	-3%	9%[38.3 µM]	-8%[46.1 µM]	-1.7%
CC1(C)CC(NC(=O)CCC2CCCC2)CC(C)(C)N1	8%	1%[11.4 µM]	-24%	-1%	-4%[38.3 µM]	4%[46.1 µM]	0.9%
CCOc1ccc(NC(=O)N2CCC(c3ccc(C)cc3)C2)cc1 (stereo unspecified)	-4%	-3%	1%	-2%	15%[38.3 µM]	-17%[46.1 µM]	0.0%&0.9%
COc1cccc(CNCc2ccc(SC)cc2)c1OC	-4%	5%	-27%	-4%	15%[38.3 µM]	-6%[46.1 µM]	-1.1%
Cc1cc(NC(=O)Cn2nc(C(F)(F)F)c3c2CCC3)n(-c2ccccc2)n1	8%	0%	-15%	-1%	28%[38.3 µM]	0%[46.1 µM]	0.8%
COc1ccc(-c2ccc3ccccc3n2)cc1	15%	15%	-10%	?	-3%	12%	1.1%
CC(=O)Nc1ccc(/C=N/N2C(=O)NC(C)(c3ccc(OC(F)F)cc3)C2=O)cc1 (stereo unspecified)	1%	-4%	4%	-1%	-7%	-4%	-0.2%

In a second layout: results already given
mol,CBFb-RUNX1 inh,L3MBTL1 inh,HttQ103 aggreg,KinaseGlo FLuc,IMPase Li inh,NPSR antag,Epigenetic reg
COc1ccc(-c2ccc3ccccc3n2)cc1,15%,15%,-10%,?,-3%,12%,1.1%
O=C(c1sc2cc([N+](=O)[O-])ccc2c1Cl)N1CCOCC1,-9%,-1%,-5%,-4%,4%,10%,-3.0%

Some of the compounds tested, so the mix of outcomes need not match the whole.
